From PubChem BioAssay
NPR2 activator: GC-B (human) receptor activation. actives 0.11% (n = 370,000). HEK293-GC-B cells, CNP EC30, cGMP TR-FRET; 0% at EC30 CNP, 100% saturating CNP. P20594. activation, % at 10 µM;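 active means activation at 10 µM reaching about 35% in either raw or pattern-adjusted values, limit read from the data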
SIAE inh: human SIAE inhibition, primary screen; Q9HAT2; SIAE FP-Rh probe binding, fluorescence polarization; inhibition, % at 9.66 µM; actives 0.69% (n = 370,000); AID 1053197;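 active means inhibition above a cutoff: mean of compounds within the control limits plus 3 SD of those, cut at about 17% in these data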;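 further: 0% = plate median of compound wells and 100% = probe without SIAE protein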
TCR CD3 inh: blocks the human TCR-CD3 interaction; inhibition, % at 9.4 µM; actives 0.37% (n = 360,000); AID 651800; TAMRA-labeled TCR probe fluorescence, biochemical; in the data active means inhibition above about 19%;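 further: recombinant mutant TCR 2C K166C tagged with TAMRA read by polarization; 0% = receptor in buffer alone and 100% = receptor with positive control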
rCAG RNA binder: binds r(CAG) RNA repeats | actives 1.3% (n = 370,000) | inhibition, % at 3 µM | AID 651821 | r(CAG) RNA repeat, TO-PRO-1 dye displacement fluorescence;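 active means inhibition above the plate cutoff, the mean of all test compounds on that plate plus 3 SD, cut at about 35% in these data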;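 further: 0% = DMSO alone and 100% = 100 µM mitoxantrone as full dye displacement; higher means more dye released from RNA so lower well fluorescence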
TDP2 absorb: TDP2 (human) inhibition, absorbance primary screen; O95551; recombinant TDP2, T5PNP hydrolysis, p-nitrophenol absorbance 415 nm; inhibition, % at 12.8 µM; actives 0.34% (n = 370,000); AID 720702;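 active means inhibition above the mean of all tested compounds plus 3 SD, set per campaign, cut at about 25% in these data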;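 further: 0% = DMSO with enzyme and 100% = buffer with substrate but no TDP2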
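System: recombinant human TDP2 / Amount: 120 nM TDP2 per well / Also added: 5 mM T5PNP chromogenic substrate / Doses: 12.8 µM single point, 1% DMSO / Incubation: 2 h at 37 °C / Detection: p-Nitrophenol epi absorbance / Evaluation: % inhibition relative to enzyme-containing and enzyme-free wells / Repeats: singlicate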
MBD2 DNA inh: MBD2-methylated oligo binding inhibition | Q9UBB5 | TR-FRET, MBD2 binding to methylated oligonucleotide | inhibition, % at 4.4 µM | actives 0.31% (n = 370,000) | AID 686964; in the data active means inhibition above about 13%
PRMT1 FP inh: inhibitors of human PRMT1 | recombinant PRMT1, activity-based probe fluorescence polarization | inhibition, % at 2.79 µM | actives 1.3% (n = 370,000) | AID 652257;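 active means inhibition above about 21% made by adding two undisclosed values, limit read from the data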
Target sequence (Q99873 whole entry, looked up): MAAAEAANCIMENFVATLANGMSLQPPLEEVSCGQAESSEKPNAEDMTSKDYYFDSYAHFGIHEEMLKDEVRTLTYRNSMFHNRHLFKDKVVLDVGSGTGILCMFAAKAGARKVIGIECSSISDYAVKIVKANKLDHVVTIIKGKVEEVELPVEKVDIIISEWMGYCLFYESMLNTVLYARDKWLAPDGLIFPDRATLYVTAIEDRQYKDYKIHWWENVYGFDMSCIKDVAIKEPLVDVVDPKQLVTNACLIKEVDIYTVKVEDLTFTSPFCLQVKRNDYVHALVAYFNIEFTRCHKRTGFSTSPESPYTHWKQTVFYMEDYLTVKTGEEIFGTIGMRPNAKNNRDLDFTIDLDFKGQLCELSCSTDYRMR
HTRA1 inh: inhibitors of human serine peptidase HTRA1. recombinant HTRA1, FP-rhodamine activity-based probe, fluorescence polarization. actives 0.5% (n = 340,000). inhibition, % at 5.96 µM; in the data active means inhibition above about 36%;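 further: 0% = enzyme with DMSO and 100% = wells lacking enzyme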
Target sequence (Q92743 whole entry, looked up): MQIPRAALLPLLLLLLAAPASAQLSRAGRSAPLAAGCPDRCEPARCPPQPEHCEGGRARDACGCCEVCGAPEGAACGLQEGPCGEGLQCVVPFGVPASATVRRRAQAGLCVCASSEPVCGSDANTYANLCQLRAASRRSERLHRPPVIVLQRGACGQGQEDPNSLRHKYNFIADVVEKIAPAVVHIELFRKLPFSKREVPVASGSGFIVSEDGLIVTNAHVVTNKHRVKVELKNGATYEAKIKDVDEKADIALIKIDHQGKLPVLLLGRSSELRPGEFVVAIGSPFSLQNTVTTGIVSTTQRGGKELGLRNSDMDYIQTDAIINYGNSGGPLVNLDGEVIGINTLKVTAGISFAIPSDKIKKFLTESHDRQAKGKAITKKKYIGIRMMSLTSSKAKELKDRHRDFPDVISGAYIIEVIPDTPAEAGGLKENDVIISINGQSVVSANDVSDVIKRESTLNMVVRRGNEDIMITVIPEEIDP
LEDGF integ inh: blocks HIV-1 LEDGF/p75-dependent DNA integration; actives 0.64% (n = 370,000); inhibition, % at 3.7 µM; AID 743269; TR-FRET IN-LEDGF/p75 DNA integration, Eu/Cy5;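 active means inhibition above the screen-wide mean plus 3 SD, cut at about 13% in these data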;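 further: signal is the Cy5 over europium emission ratio at 671 and 618 nm; 0% = plate median of compound wells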
ABHD4 inh: ABHD4 (mouse) inhibition, primary FP screen; AID 720543; inhibition, % at 8.92 µM; actives 0.54% (n = 370,000); purified mABHD4, FP-Rh probe fluorescence polarization;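 active means inhibition exceeding the mean over every tested compound plus 3 SD, cut at about 30% in these data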;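 further: 0% = plate median of compound wells and 100% = S159A mutant with DMSO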
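Test system: mABHD4 protein; Read-out basis: % inhibition; Incubation: 45 min + 60 min at 25 °C; Repeats: single replicate; Technique: fluorescence polarization with parallel and perpendicular emission, 525/598 nm; Compound: 8.92 µM, single dose; Benchmarks: full inhibition S159A mutant plus DMSO, zero as sample-well median.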
* hit, by the source's call; . = not tested or not shown. An excerpt (hit frequency here may not be typical).

SMILES	NPR2 activator	SIAE inh	TCR CD3 inh	rCAG RNA binder	TDP2 absorb	MBD2 DNA inh	PRMT1 FP inh	HTRA1 inh	LEDGF integ inh	ABHD4 inh
O=C(Nc1ccc(N2CCCC2)cc1)c1cccc(-c2cc3ccccc3oc2=O)c1	5	13	-6	14	10	-3	4	13	1	10
COc1ccc(-c2[nH]c(-c3ccccc3)nc2SCC(=O)NC2CCCC2)cc1	-5	5	4	2	3	-3	-1	-7	1	10
CN1CCN(c2ccc(C(=O)c3ccc(F)cc3)cc2)CC1	-2	1	-5	-1	6	4	-4	0	7	-5
COc1ccc(/C(C)=N/NC(=O)c2cc(-c3cccnc3)nc3ccccc23)cc1	-3	3	1	2	-7	1	-1	2	-1	1
COc1ccc(-c2cc(NC(C)=O)c3ncc(-c4cc(OC)c(OC)c(OC)c4)n3c2)cn1	5	-5	-13	8	1	-6	-4	.	0	-3
Cc1cccc(NC(=O)Nc2nnc([C@H]3C[C@H](O)[C@@H](CO)O3)s2)c1	-3	-2	0	5	6	0	1	.	1	-1
CNC(C)C#Cc1c(-c2cc(OC)c(OC)c(OC)c2)noc1C (stereo unspecified)	-9	2	6	-3	5	4	-1	-1	0	-1
COc1ccc(OC)c(NC(=O)CSc2nnc(CNC(=O)c3cccs3)o2)c1	-4	-3	3	0	10	3	-2	0	0	-3
Cc1c(NC(=O)C(C)n2cc([N+](=O)[O-])cn2)c(=O)n(-c2ccccc2)n1C (stereo unspecified)	4	-2	11	0	3	-4	2	2	2	1
Cc1ccc(Cl)cc1NC(=O)COC(=O)c1ccc(COc2ccc3c(C)cc(=O)oc3c2)cc1	-3	-9	2	3	-8	6	2	.	-2	-12
COc1ccc(CCC(=O)Nc2ccc(Cl)c(S(=O)(=O)N3CCCC3)c2)cc1	1	-4	5	11	-14	-3	-3	-14	-2	-8
Cc1ccc(NC2=CC(=O)CCC2)cc1C	-3	-3	-7	-1	-11	-6	4	3	-3	25
CCCSc1nnc2[nH]c(=O)cc(N)n12	6	6	-6	1	-1	-1	1	7	-3	-5
CC(C)(C)n1nnnc1C(c1cccs1)N1CCN(C/C=C/c2ccccc2)CC1 (stereo unspecified)	-9	5	4	1	-1	0	-2	.	-4	2
CCOC(=O)c1c(-c2ccc(C)o2)csc1NC(=O)CN1CCN(CC)CC1	3	2	0	-3	9	5	79*	-10	4	2
COc1ccc(CNC(=O)CCc2c(C)nc3cc(-c4ccccc4OC)nn3c2C)cc1	1	-6	-6	7	-6	0	6	-3	-3	-4
CNC(=O)c1ccsc1NC(=O)CS(=O)(=O)c1ccc(Cl)cc1	-3	2	-6	6	15	2	2	-1	-2	-7
CCc1nnc(NC(=O)CSc2ccc(-c3ccc(C)cc3)nn2)s1	-6	1	2	-1	3	1	-1	2	0	-1
Cc1[nH]c2ccccc2c1C(=O)/C=C\c1ccccc1Cl	-3	-13	2	8	-6	-2	0	-67	6	-21
O=C(Cc1ccccc1)N1CCN(S(=O)(=O)c2cccc([N+](=O)[O-])c2)CC1	.	-7	-2	2	7	-3	5	7	-5	2
O=C(CSc1nccn1-c1ccc(F)cc1)Nc1ccc2c(c1)OCO2	-10	3	1	4	-6	-6	-1	3	1	10
COc1ccc(NC2=Nc3cccc4cccc2c34)cc1	4	12	1	2	-12	-2	1	-2	1	10
CCC/C=C/c1ccc(CN2C(CC(C)C)C(=O)N(Cc3cn(CCC4OCCO4)nn3)CCS2(=O)=O)cc1 (stereo unspecified)	-1	1	4	4	-7	2	-1	-23	0	-17
O=C(OCCN1C(=O)c2cccc3c(N4CCOCC4)ccc(c23)C1=O)c1ccc(Cl)cc1Cl	2	-10	3	3	15	2	1	-22	1	1
Cc1cc(Br)c(NC(=O)COC(=O)CC2CC3CCC2C3)c(Br)c1 (stereo unspecified)	2	-3	8	1	3	6	-2	-25	-1	-5

By substructure, the entries above containing an aryl methoxy group.
SMILES	NPR2 activator	SIAE inh	TCR CD3 inh	rCAG RNA binder	TDP2 absorb	MBD2 DNA inh	PRMT1 FP inh	HTRA1 inh	LEDGF integ inh	ABHD4 inh
COc1ccc(-c2[nH]c(-c3ccccc3)nc2SCC(=O)NC2CCCC2)cc1	-5	5	4	2	3	-3	-1	-7	1	10
COc1ccc(/C(C)=N/NC(=O)c2cc(-c3cccnc3)nc3ccccc23)cc1	-3	3	1	2	-7	1	-1	2	-1	1
COc1ccc(-c2cc(NC(C)=O)c3ncc(-c4cc(OC)c(OC)c(OC)c4)n3c2)cn1	5	-5	-13	8	1	-6	-4	.	0	-3
CNC(C)C#Cc1c(-c2cc(OC)c(OC)c(OC)c2)noc1C (stereo unspecified)	-9	2	6	-3	5	4	-1	-1	0	-1
COc1ccc(OC)c(NC(=O)CSc2nnc(CNC(=O)c3cccs3)o2)c1	-4	-3	3	0	10	3	-2	0	0	-3
COc1ccc(CCC(=O)Nc2ccc(Cl)c(S(=O)(=O)N3CCCC3)c2)cc1	1	-4	5	11	-14	-3	-3	-14	-2	-8
COc1ccc(CNC(=O)CCc2c(C)nc3cc(-c4ccccc4OC)nn3c2C)cc1	1	-6	-6	7	-6	0	6	-3	-3	-4
COc1ccc(NC2=Nc3cccc4cccc2c34)cc1	4	12	1	2	-12	-2	1	-2	1	10

Carrying on.
SMILES	NPR2 activator	SIAE inh	TCR CD3 inh	rCAG RNA binder	TDP2 absorb	MBD2 DNA inh	PRMT1 FP inh	HTRA1 inh	LEDGF integ inh	ABHD4 inh
N=c1n(CCN2CCCCC2)c2ccccc2n1CC(=O)c1cccs1	-9	1	5	3	14	-3	-4	2	0	43*
CC(C)c1nc2oc3c(=O)[nH]cnc3c2c2c1COC(C)(C)C2	-6	3	1	0	9	2	-2	2	1	0
Cc1ccccc1NS(=O)(=O)c1ccc(-c2ccc(=O)[nH]n2)o1	9	4	-4	2	-8	-1	-2	-4	2	-1
CN(C)CCCNCC(=O)NN(c1ccccc1)c1ccccc1	-1	6	-2	0	17	0	-2	.	6	10
CN(C)c1cccc(C(=O)N(Cc2ccccc2)Cc2ccccc2)c1	-14	3	-4	-8	0	-1	7	-9	-3	3
Cc1cc(Cl)ccc1OCCCC(=O)OCC(N)=O	-6	-2	1	-1	14	-1	0	0	2	0
COc1ccc(CC(=O)NC(C)c2nnc(SCC(=O)c3ccc(Br)cc3)n2C)cc1 (stereo unspecified)	-4	-7	5	-5	-10	-2	-2	4	-4	2
Cc1cccc(OCC(=O)Nc2ccc(CN3CCOCC3)cc2)c1C	-4	1	-3	-10	-6	3	4	-4	-3	-13
CCOC(=O)C1CCCN(Cc2ccc(OCc3ccccc3)cc2)C1 (stereo unspecified)	-2	3	5	-9	-2	2	1	-1	-3	15
O=C1C=Cc2cccc3ccc(O)c1c23	-1	2	1	4	0	-9	0	7	3	9
CCOC(=O)c1ccc(NC(=O)CSc2nnc(CNC(=O)c3ccccc3F)o2)cc1	3	-4	-3	-1	-4	2	11	3	0	6
CC(C)N(C)c1ncnc2c1ncn2[C@H]1CN(Cc2cccs2)C[C@@H](CO)O1	7	1	-1	0	6	1	2	.	-5	-2
COc1ccc(C(=O)OCCN2CCN(C3CN(Cc4cn(Cc5ccccc5Cl)nn4)S(=O)(=O)C3)CC2)cc1OC (stereo unspecified)	-3	1	.	0	-1	7	1	.	0	3
CC(=O)OCc1cc2cccc(C)c2[nH]c1=O	0	-3	5	3	1	3	1	-2	0	-1
C#CCCCCCCC#CCN(C)C	3	15	-3	-1	2	7	5	6	2	4
COc1ccc(C(NC(=O)C2C3C=CC(C3)C2C(=O)O)c2ccccc2)cc1 (stereo unspecified)	-5	-1	-5	-2	-12	-6	-7	0	5	-3
O=C(/C=C/c1ccc([N+](=O)[O-])cc1)NCCN1C(=O)S/C(=C\c2ccc(F)cc2)C1=O	-6	6	-4	3	1	-3	5	3	-8	-6
CCN(CC)S(=O)(=O)c1ccc(NC2c3ncccc3C(=O)N2Cc2ccccc2)cc1 (stereo unspecified)	2	0	4	-1	2	3	6	-5	1	5
O=C(CC1C(=O)NCCN1Cc1ccc(-c2ccccc2)cc1)NCC1CC1 (stereo unspecified)	1	5	4	4	6	1	-1	-9	1	-1
O=C(Cn1nnc(-c2ccc(Cl)cc2)n1)NCc1ccco1	-2	4	-4	3	0	1	1	3	-1	-2
Cc1ccc(NS(=O)(=O)c2ccc(C(=O)N3CCOCC3)cc2)cc1	-2	3	5	-2	-5	-1	-3	1	3	0
O=S1(=O)CC(NCc2ccccc2)C(Nc2ccc(Cl)cc2)C1 (stereo unspecified)	-25	-29	7	0	-8	4	-3	1	-5	3
CC(C(=O)N1CCCCC1)N1CCN(S(=O)(=O)c2ccc(Cl)cc2)CC1 (stereo unspecified)	0	-8	1	0	0	4	1	3	-2	12
COc1ccc(C(=O)NCC(=O)OCC(=O)c2c(C)[nH]c3ccccc23)cc1OC	-1	0	-12	6	8	-2	3	5	-4	0
COc1cccc(CNc2nc3cc(-c4ccccc4)sc3c(=O)n2C)c1OC	-12	-45	-1	2	4	2	-4	.	1	3

(cont.)
SMILES	NPR2 activator	SIAE inh	TCR CD3 inh	rCAG RNA binder	TDP2 absorb	MBD2 DNA inh	PRMT1 FP inh	HTRA1 inh	LEDGF integ inh	ABHD4 inh
CCOC(=O)C1CCCN(c2nc(C)nc3c2oc2ccccc23)C1 (stereo unspecified)	0	0	5	-4	-9	-1	1	-13	4	-4
CC(c1ccccc1)N1C(=O)NC(NC(=O)c2cccnc2)(C(F)(F)F)C1=O (stereo unspecified)	1	-2	-2	0	-7	-4	2	1	0	3
O=C(NCCCCc1ccccc1)c1ccccc1Br	5	-3	5	-7	10	2	1	.	-3	-4
CCOc1ccc(NC(=O)CN(C)C(=O)c2cn(-c3ccc(F)cc3)nc2-c2cccc(OC)c2)cc1OCC	-2	-8	0	7	-11	0	-1	-40	1	2
CCOc1ccc(C(c2c(NC(=O)c3ccccc3)sc(C)c2C)N2CCN(C)CC2)cc1 (stereo unspecified)	-18	7	-6	4	3	6	-1	-30	-3	5
CCOC(=O)C1CCN(S(=O)(=O)c2ccc3c(c2)CC(=O)N3)CC1	5	-4	3	11	-4	-4	2	-2	-2	2
Cc1cc2ccccn2c1C(=O)c1ccc(N/N=C/c2ccc(C(=O)O)cc2)c([N+](=O)[O-])c1	-6	5	0	7	14	3	-1	-5	-1	9
CC1CN(C2CCCCC2)C(=S)NC1=O (stereo unspecified)	5	-3	-9	2	-4	3	4	1	3	-11
CCOC(=O)Nc1ccc(S(=O)(=O)Nc2cc(C)on2)cc1	4	1	3	0	-4	-1	-2	-1	1	0
O=C(NCc1nnnn1-c1ccc(F)cc1)c1ccc2c(c1)OCO2	-2	-3	7	2	-6	1	-2	10	0	4
O=C(CN1C(=O)COc2ccc(Cl)cc21)N1CCc2ccccc21	1	-10	2	-3	0	4	1	2	-2	-2
COc1cc(C(=O)N2CCN(c3ccccc3OC)CC2)c([N+](=O)[O-])cc1OC	-1	0	5	-4	0	1	-1	3	-1	-2
CC(=O)c1cccc(-n2c(CCC(=O)O)ccc2-c2cccs2)c1	1	3	0	14	3	4	68*	1	11	11
O=[N+]([O-])c1c(Nc2ccc(Br)cc2)ccc2nonc12	-3	3	3	-1	12	-1	-4	5	-3	-2
